# CSN inh = CSN deneddylation inhibition; Purified CSN, SCF-Nedd8-OG deneddylation, fluorescence polarization; Q92905; inhibition, % at 12.5 µM; AID 651999; hit rate 0.38% among 360,000;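 active = pattern-corrected inhibition above about 35%, with an unprinted fluorescence ratio check between 0.5 and 1.5, limit read from the data, passing the limit was not always enough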;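 note: 0% = enzyme with substrate and 100% = substrate without enzyme; some results filed as inactive read as strong as hits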
# Target sequence (Q92905 whole entry, looked up, one chain of several): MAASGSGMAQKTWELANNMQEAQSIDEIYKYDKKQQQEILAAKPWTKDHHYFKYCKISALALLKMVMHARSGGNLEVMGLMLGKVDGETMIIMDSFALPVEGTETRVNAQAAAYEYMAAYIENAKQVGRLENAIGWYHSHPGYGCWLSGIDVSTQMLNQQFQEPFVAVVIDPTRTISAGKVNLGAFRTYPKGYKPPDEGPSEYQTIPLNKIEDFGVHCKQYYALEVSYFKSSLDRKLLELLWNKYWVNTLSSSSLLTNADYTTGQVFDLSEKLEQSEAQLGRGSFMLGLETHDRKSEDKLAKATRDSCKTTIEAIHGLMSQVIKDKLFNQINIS
#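 Assay system: purified human Csn5 enzyme expressed in HEK293T cells; Input: 0.24 nM Csn5 enzyme, final concentration; Reagent: 10 nM SCFSkp2-Nedd8OG; Compound dosing: 12.5 µM single point; Times: reaction 90 min, room temperature; Technique: fluorescence polarization readout.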
# SUMO1-SIM PPI = alters human SUMO1 binding to SIM partners; P63165; SUMO1 binding to a labelled peptide, TR-FRET, 1 h; inhibition, % at 20 µM; hit rate 0.33% among 360,000; in the data active = inhibition above about 37%
# DNMT1 inh = DNMT1 (human) enzyme inhibition. AID 588458. hit rate 0.83% among 360,000. DNMT1 molecular beacon, Hinp1I cleavage, fluorescence. inhibition (reported as % activation of signal), % at 10 µM; in the data active = inhibition above about 50%
# TbMetRS inhib = Trypanosoma brucei MetRS inhibition | purified T. brucei MetRS, ATP depletion, Kinase-Glo luminescence | inhibition, % at 11.9 µM | hit rate 0.4% among 360,000;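 active = inhibition above a per-plate cutoff of the control wells' mean inhibition plus 3 SD, cut at about 5.5% in these data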;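 note: 0% = DMSO wells median and 100% = median of wells with control inhibitor compound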
#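 Material – parasite MetRS enzyme · Medium – HEPES-MgCl2-KCl buffer plus DTT, spermine, BSA, pyrophosphatase · Reagent – ATP, methionine and E. coli bulk tRNA substrates · Times – 15 min enzyme-compound preincubation, 2 h reaction, 10 min detection, 25 °C · Measured by – luminescence of leftover ATP · Evaluation – percent inhibition relative to median high and low control wells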
# LMPTP inh = blocks human LMPTP phosphatase; P24666; inhibition, % at 20 µM; hit rate 0.22% among 360,000; recombinant LMPTP-A, OMFP fluorogenic substrate, fluorescence intensity;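 active = compounds that cut the enzyme signal by at least half of the control window in the single-dose screen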;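 note: plate controls were DMSO wells with enzyme plus substrate for no effect and substrate without enzyme for full effect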
# Target sequence (P24666 whole entry, looked up): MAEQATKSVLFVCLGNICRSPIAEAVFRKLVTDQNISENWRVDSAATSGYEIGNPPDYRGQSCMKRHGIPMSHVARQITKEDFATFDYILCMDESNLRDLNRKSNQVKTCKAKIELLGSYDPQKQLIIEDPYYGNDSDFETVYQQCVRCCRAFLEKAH
#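 Test system – LMPTP-A phosphatase enzyme · Quantity – 0.625 nM LMPTP-A final · Reagent – OMFP substrate, 400 µM final · Dosing – one test concentration per compound, 20 µM, with 3% DMSO overall · Timing – 50 min enzyme reaction at room temperature, protected from light · Detection – fluorescence intensity · Controls – substrate-only low control, DMSO enzyme-plus-substrate high control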
# NadD inh = inhibitors of Staphylococcus aureus NadD | inhibition, % at 20 µM | AID 602399 | hit rate 0.78% among 360,000 | purified NadD enzyme, colorimetric absorbance read-out; in the data active = inhibition above about 26%; note: some compounds past the cut are filed as inactive
# MLLE-PAM2 inh = blocks PAM2 peptide binding to the PABP1 MLLE domain | P11940 | GST-MLLE / FITC-PAM2 fluorescence polarization | inhibition, % at 20 µM | hit rate 0.36% among 360,000 | AID 588489; in the data active = inhibition above about 35%, passing the limit was not always enough;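 note: plate controls were DMSO wells with GST-MLLE for no effect and wells lacking GST-MLLE protein for full effect; some results filed as inactive read as strong as hits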
# STEP block = inhibitors of human striatal-enriched phosphatase STEP. P54829. recombinant STEP, OMFP fluorogenic substrate, fluorescence. inhibition, % at 20 µM. hit rate 0.25% among 360,000;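 active = inhibition at 20 µM, scaled per plate between control wells, above about 37%, limit read from the data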;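 note: 0% = DMSO with enzyme and substrate and 100% = substrate only without enzyme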
#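 Measure: Control-normalized % inhibition with plate pattern correction | Test system: STEP phosphatase, cell-free reaction | Medium: pH 6.0 Bis-Tris with DTT and Tween 20 | Technique: Fluorescence, 480/540 nm | Times: Reaction 20 min, ambient temperature | Doses: Single compound dose of 20 µM, 1% DMSO final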
# Rpn11 block = blocks the human proteasome subunit Rpn11; O00487; human 26S proteasome, Ub4-pepOG fluorescence polarization; 20S core pre-blocked with epoxomicin; AID 588493; calls only at 20 µM; hit rate 0.59% among 360,000;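 active = inhibition at 20 µM, scaled to each plate's controls, above about 33%, limit read from the data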
# Target sequence (O00487 whole entry, looked up): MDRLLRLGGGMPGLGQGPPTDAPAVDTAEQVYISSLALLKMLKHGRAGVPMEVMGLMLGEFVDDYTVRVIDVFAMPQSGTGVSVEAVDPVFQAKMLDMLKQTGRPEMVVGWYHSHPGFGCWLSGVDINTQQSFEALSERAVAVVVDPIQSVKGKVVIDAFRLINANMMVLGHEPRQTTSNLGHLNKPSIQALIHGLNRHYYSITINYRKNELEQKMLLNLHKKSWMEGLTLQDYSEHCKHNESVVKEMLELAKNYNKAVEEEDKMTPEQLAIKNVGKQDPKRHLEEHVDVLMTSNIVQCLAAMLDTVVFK
# Scp1 inh = inhibitors of human Scp-1 phosphatase; inhibition, % at 20 µM; hit rate 0.88% among 340,000; Q9GZU7; Recombinant Scp1, phosphopeptide, malachite green phosphate absorbance;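 active = inhibition above about 50% at 20 µM, limit read from the data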;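 note: plate controls were DMSO wells with enzyme for no effect and wells lacking enzyme for full effect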
# Target sequence (Q9GZU7 76-261 limits assumed): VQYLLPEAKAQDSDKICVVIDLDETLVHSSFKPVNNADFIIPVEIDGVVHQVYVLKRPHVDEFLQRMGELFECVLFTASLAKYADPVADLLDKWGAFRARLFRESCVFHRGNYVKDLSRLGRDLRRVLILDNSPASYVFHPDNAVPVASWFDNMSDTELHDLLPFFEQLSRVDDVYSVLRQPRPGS
#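 System: SCP-1 catalytic domain; Reagent: Phospho 17-mer peptide substrate; Doses: one concentration, 20 µM, with 1.0% DMSO; Incubation: 45 min room-temperature reaction, 5 min colour, 30 min stabiliser; Signal: Phosphate-binding colour reagent, absorbance read at 630 nm.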
# * = called active by the depositor; i = inactive; / = not tested or not shown.
# Results follow in this order: CSN inh	SUMO1-SIM PPI	DNMT1 inh	TbMetRS inhib	LMPTP inh	NadD inh	MLLE-PAM2 inh	STEP block	Rpn11 block	Scp1 inh
O=C(Nc1ccc2c(c1)OCCO2)C1CCN(c2nnnn2-c2ccccc2)CC1
    -1	0	-2	-1.2	0.6	-2	1	0	i	-6
C/C(=C/c1ccccc1)C(=O)N1CC(C)OC(C)C1 (stereo not drawn)
    5	2	0	0.0	-2.3	1	0	2	i	17
O=C(Cn1cc(C(=S)N2CCOCC2)c2ccccc21)N1CCOCC1
    1	-2	-2	-0.6	-0.9	1	13	-2	i	2
S=C(Nc1ccccc1Cl)N(CCCN1CCOCC1)Cc1ccccn1
    -3	2	0	-0.8	-2.9	-6	-5	-2	i	3
Cc1c(C=NNC(=O)c2ccc(Br)cc2)c2ccccn2c1C(=O)c1ccncc1
    6	7	12	-0.2	0.2	26	-23	2	i	-6
CCOC(=O)c1ccc(S(=O)(=O)N(CCO)Cc2cc3cc(OC)c(OC)cc3[nH]c2=O)cc1
    2	2	-1	-0.4	-1.0	-8	11	0	i	3
CC(NC(=O)CCNS(=O)(=O)c1ccc2c(c1)oc(=O)n2C)c1ccccc1 (stereo not drawn)
    -4	5	-1	0.0	-1.3	-4	7	0	i	-6
Cn1c(Sc2ccc(Br)cc2)c(C=O)c2ccccc21
    -2	-3	-4	-2.3	0.6	-8	5	2	i	-3
CCC(=O)NC(c1ccc(OC)cc1)c1cc(Cl)c2cccnc2c1O (stereo not drawn)
    -1	0	3	-0.6	3.5	3	14	6	i	-4
NS(=O)(=O)c1cccc(NC(=O)COC(=O)Cn2cc(C(F)(F)F)ccc2=O)c1
    4	3	6	-0.2	-1.6	0	-8	0	i	-8
CCN(CC)C(=O)c1cccc(-c2csc(C(O)c3ccc(OC)cc3)n2)c1 (stereo not drawn)
    -1	-2	1	-0.1	-0.8	1	9	-1	i	/
COCCCNC(=O)c1ccccc1Sc1ccc(NC(C)=O)nc1
    -13	-9	0	-0.6	0.1	2	-12	-1	i	1
Clc1ccc(-c2nc(N3CCCCC3)nc3ccccc23)cc1
    17	-14	26	0.2	3.0	18	-18	2	i	0
Cc1cc(/C=C2/NC(=O)N(Cc3ccccc3F)C2=O)c(C)n1-c1ccccn1
    0	-12	-5	-0.2	1.6	13	-15	3	i	1
CCOC(=O)C(=O)N(C)c1c(CC)nc2c(OCc3cccc(Cl)c3)cccn12
    -2	-2	-5	-0.1	0.5	2	-9	0	i	/

# New compounds follow.
# Results follow in this order: CSN inh	SUMO1-SIM PPI	DNMT1 inh	TbMetRS inhib	LMPTP inh	NadD inh	MLLE-PAM2 inh	STEP block	Rpn11 block	Scp1 inh
O=c1[nH]c2cc3c(cc2cc1CN(Cc1ccccc1)Cc1nnnn1Cc1ccco1)OCCO3
    23	16	4	-0.3	26	33*	-34	4	/	-2
O=C(COC(=O)/C=C/c1ccc(F)cc1)Nc1ccccc1-c1ccccc1
    -1	-2	4	0.0	2.5	-2	-1	2	i	3
COc1ccc(Cl)cc1C(=O)NCc1ccc2c(c1)OCO2
    3	2	1	-1.1	-1.6	-7	3	0	i	3
CC1CC(C)CN(C(=O)CSCC(=O)O)C1 (stereo not drawn)
    -6	-1	1	-0.8	-2.9	2	4	6	i	-4
CCC(C(=O)Nc1ncccn1)(C(F)(F)F)C(F)(F)F
    1	-2	-2	-0.2	-2.9	-6	2	-3	i	-12
O=C1C=C(NCc2ccccc2)CCC1
    6	1	-1	0.0	-1.5	-6	6	2	i	-10
COCCN(Cc1ccccc1)C(=O)Cc1ccc(OC)c(S(=O)(=O)N2CCOCC2)c1
    -1	-19	0	-0.5	-9.3	4	5	2	i	-4
CC(C)OCCCNC(=O)c1cc(S(=O)(=O)N2CCc3ccccc32)cn1C
    -3	8	-2	-0.4	-1.6	-7	8	-2	i	-9
CC(=O)N(C)C1(c2nnnn2CCOC(=O)Nc2ccc(Cl)cc2)CCCCC1
    -4	2	1	-1.0	-1.2	-1	4	0	i	-2
COc1ccccc1/C=C/C1(C(=O)NC2CCCC2)CC(=O)N1c1ccc(F)cc1 (stereo not drawn)
    4	1	2	-0.2	0.5	5	2	2	i	0
Cc1ccccc1N(CC(=O)N1CCCCCC1)S(C)(=O)=O
    -3	-3	0	-1.8	-0.6	-5	11	-1	i	-5
CN1C(=O)CSC1=NCC12CC3CC(CC(C3)C1)C2
    -1	2	1	-0.4	0.1	4	-2	-12	i	1
COc1ccc(Br)cc1/C=N/NC(=O)c1ccc2nc[nH]c2c1
    4	-16	-1	-0.9	0.7	8	1	2	i	3
CC(=O)CCC1CC(c2ccc(Cl)cc2)=NO1 (stereo not drawn)
    0	0	5	-0.1	-1.7	0	-3	-3	i	-6
CC(=O)N1CCN=C1SCc1cccc(Cl)c1
    -1	4	1	-0.1	-0.8	-8	9	-2	i	3

# Going on with the list.
# Results follow in this order: CSN inh	SUMO1-SIM PPI	DNMT1 inh	TbMetRS inhib	LMPTP inh	NadD inh	MLLE-PAM2 inh	STEP block	Rpn11 block	Scp1 inh
Cc1nn(CC(=O)NCCc2ccco2)c(=O)c2nn(-c3ccccc3)c(C)c12
    9	21	18	-0.3	18	6	11	-1	i	5
CC(=O)c1ccc(S(=O)(=O)N(C)CC(=O)Nc2cccc(S(=O)(=O)N3CCCC3)c2)cc1
    -3	-2	-5	-0.3	-0.9	2	-5	0	i	3
COc1ccc(NC(=O)COc2cc(C)cc(C)c2)cc1S(=O)(=O)N1CCCCC1
    1	-2	-1	-0.6	0.8	-1	-4	1	i	-9
CC(=O)CC(CC(=O)NC1CCCCC1)c1ccccc1 (stereo not drawn)
    -1	-3	3	0.5	-1.5	-5	-2	-2	i	-19
COc1ccccc1CN1C(=S)SC(C)(C)C1NO (stereo not drawn)
    -5	-1	-2	-0.9	0.5	-3	-2	-1	i	-3
C/C(=N\O)C(=O)NCc1ccncc1
    -3	-2	5	-0.5	-1.2	6	-2	1	i	-17
N#Cc1nc(COc2ccc(Cl)cc2)oc1N1CCCC1
    6	-1	0	0.5	1.4	-6	7	-2	i	-13
Cc1cccc(NC(=O)/C(=C\c2ccco2)NC(=O)c2ccccc2)c1
    13	-5	-8	2.5	-0.6	3	-26	-1	i	-11
Cc1ccccc1COc1ccc(/C=C(\C#N)C(N)=O)cc1
    6	-2	11	-0.4	1.4	-11	-24	3	i	-6
Nc1nc(Cl)cc(N2CCCC2)n1
    -2	1	-1	-0.1	-0.2	1	-3	-4	i	-3
CN(CCCNC(=O)c1cc2c(Cl)nc3ccccc3c2s1)Cc1ccccc1
    3	0	13	0.3	0.6	2	7	-4	i	-7
C#CCCc1cocc1/C=[N+](\[O-])c1ccc(C(=O)OCC)cc1
    13	0	-17	-0.3	0.4	42*	-6	3	i	0
COc1ccc(N(Cc2cc(=O)[nH]c3ccccc23)C(=O)C(C)C)cc1
    0	-4	2	-1.1	0.9	-6	-1	1	i	2
Cc1cc(C(C)(C)C)cc(S(=O)(=O)NCCc2ccncc2)c1C
    -7	-2	1	-1.2	-1.1	-10	12	2	i	-4
CCCn1c(SCC(=O)N2CCCCC2)nnc1-c1ccco1
    2	0	2	0.0	-1.7	8	-3	-3	i	-5

# Arranged by length of the SMILES (rising): part of the list above.
# Results follow in this order: CSN inh	SUMO1-SIM PPI	DNMT1 inh	TbMetRS inhib	LMPTP inh	NadD inh	MLLE-PAM2 inh	STEP block	Rpn11 block	Scp1 inh
Cc1ccccc1COc1ccc(/C=C(\C#N)C(N)=O)cc1
    6	-2	11	-0.4	1.4	-11	-24	3	i	-6
C#CCCc1cocc1/C=[N+](\[O-])c1ccc(C(=O)OCC)cc1
    13	0	-17	-0.3	0.4	42*	-6	3	i	0
COc1ccc(NC(=O)COc2cc(C)cc(C)c2)cc1S(=O)(=O)N1CCCCC1
    1	-2	-1	-0.6	0.8	-1	-4	1	i	-9

# (continued)
# Results follow in this order: CSN inh	SUMO1-SIM PPI	DNMT1 inh	TbMetRS inhib	LMPTP inh	NadD inh	MLLE-PAM2 inh	STEP block	Rpn11 block	Scp1 inh
COc1ccc(C)cc1S(=O)(=O)NCc1ccccn1
    2	-1	2	-0.2	1.8	9	13	1	i	/
CC(=O)Nc1ccc(NC(=O)C(C)OC(=O)CNC(=O)c2ccc(-c3ccccc3)cc2)cc1 (stereo not drawn)
    -3	9	1	-0.2	0.3	-1	7	-1	i	1
COc1ccc(C(=O)O)cc1NC(=S)NC(=O)C(c1ccccc1)c1ccccc1
    -4	1	0	-0.2	-0.1	13	39	0	i	-12
CCC(NC(=O)Cc1c(C)c2cc3c(cc2oc1=O)OC(C)(C)CC3)C(=O)O (stereo not drawn)
    1	0	3	0.3	-1.8	-5	3	-1	i	-7
CN(CC1COc2ccccc2O1)C(=S)Nc1ccccc1F (stereo not drawn)
    -9	0	3	-0.4	-0.8	-2	-84	0	i	0
NC(Cc1ccc(C(F)(F)F)cc1)c1csc(Nc2ccc(C(=O)c3ccccc3)cc2)n1 (stereo not drawn)
    4	-187	-40	-0.2	1.1	22	12	0	i	/
O=c1c2cnn(-c3ccccc3)c2nc(-c2ccco2)n1-c1ccccc1
    1	-7	-8	-0.1	1.1	-1	3	-1	i	-13
O=C(CSS(=O)(=O)O)N1CCN(C(=O)c2ccoc2)CC1
    4	2	-1	0.1	-1.1	0	15	77*	i	9
Brc1ccc(-c2cn3nc4c(nc3n2)CCCC4)cc1
    -3	-4	-19	-0.3	1.0	8	56	-3	i	-12
C=COCCn1c(-c2nonc2N)nc2ccccc21
    1	-1	2	-1.4	0.2	0	-10	3	i	-2
O=C(C[C@@H]1C/C=C\CCCC(=O)OC[C@@H]2CCCN2C1=O)N[C@@H](CO)Cc1ccccc1
    -3	5	2	-0.1	-0.1	-6	-4	-4	i	-2
O=C(COc1ncnc2sccc12)N1CCN(c2ccccc2)CC1
    3	3	-7	-0.9	19	3	-19	-1	i	-2
CCc1ccc(N=C2NC(=O)/C(=C/c3ccc(OCC(=O)O)c(OC)c3)S2)cc1
    9	-4	0	-1.7	-0.7	9	-25	1	i	11
COc1ccc(CNC(=O)C(=O)NCC2CCCN2S(=O)(=O)c2ccccc2)cc1 (stereo not drawn)
    -4	4	0	-0.2	-0.9	-5	-5	-2	i	-9
COc1ccc(C(=O)Nn2cnc3ccccc3c2=O)cc1[N+](=O)[O-]
    6	-13	2	1.0	0.6	-9	-14	-1	i	-7
COc1cccc(S(=O)(=O)N(C)C[C@H]2OCc3cn(nn3)CCCC(=O)N([C@H](C)CO)C[C@@H]2C)c1
    7	3	5	-0.9	7.6	1	-8	0	i	/

# Source: PubChem BioAssay
